Autophagy HCS – autophagy modulators in MEF cells, primary screen, imaging, high-content, MEF GFP-LC3 | MEF GFP-LC3 puncta imaging; test concentration mostly 10 µM | calls only at 10 µM (by protocol) | actives 0.98% (n = 190,000) | AID 463193, 2010;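 active = percentage of spot-positive cells more than 3 SD above its plate mean, without a fluorescence outlier flag or 80% toxicity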;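 also: spot-positive cell cutoff set from DMSO-treated cells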
MT stabilizer – microtubule stabilizers in HeLa cells, primary screen, imaging, high-content imaging; actives 0.83% (n = 200,000); HeLa tubulin immunostaining HCS, 24 h; share of cells brighter than vehicle mean+2SD; % tubulin-high responders, % at 10 µM;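 active = plate Z-score above 3 for both tubulin-high and condensed-nucleus cell shares, with cell loss under 80%, at 10 µM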;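 also: anti alpha tubulin signal scored within the nucleus-defined area of each cell; some results filed as inactive read as strong as hits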
Ins promoter up – insulin promoter activators in MIN6 cells, imaging, high-content screening, mouse beta cells; z-score at 5 µM; MIN6 insulin promoter-GFP reporter; stronger effect = higher value; AID 1625, 2009; actives 0.3% (n = 190,000);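 active = z-score above 3 at 5 µM with at least 500 cells counted in the well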
P. falciparum M1AAP – P. falciparum M1AAP inhibitors, biochemical, fluorogenic H-Leu-NHMec substrate, 1536-well (AID 1445) | inhibition, % at 30 µM; hits with a dose series show IC50 in µM | recombinant M1AAP, H-Leu-NHMec fluorogenic kinetic assay; higher % means a stronger effect | Aminopeptidase N (Plasmodium falciparum (isolate 3D7)) | actives 0.42% (n = 220,000);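 active = primary inhibition above the hit cutoff, then over 50% inhibition at one or more dose response concentrations, cut at about 23% in these data, passing the limit was not always enough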;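 also: plate controls were DMSO full reaction for no effect and no enzyme background for full effect; strong numbers were not always called active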
UTI89 phage lysis – inhibition of K1F phage lysis, E. coli UTI89, bacterial capsule biogenesis inhibitors, alamar blue (AID 488966); E. coli UTI89 K1F phage lysis, alamar blue, 2 h; higher % means a stronger effect; one-dose inhibition, % at 100 µM; IC50 in µM for titrated hits; actives 0.02% (n = 340,000);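 active = phage lysis inhibition, versus mean bacterial control, above a set limit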;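 also: capsule biogenesis inhibitors block K1F phage lysis so surviving cells raise fluorescence; higher fluorescence means more inhibition of phage lysis; actives were called in the ten point dose series up to 300 µM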
bCat nuc transl – modulators of beta-catenin nuclear translocation, primary screen, imaging, HeLa cells, immunofluorescence, high-content; nuclear translocation activity, % at 5 µM; actives 0.3% (n = 190,000); AID 1665, 2009;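 active = nuclear translocation activity above 50% at 5 µM, with a well cell count of 50 or more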;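 also: per-cell ratio of nuclear to cytoplasmic median beta-catenin stain intensity; plate controls were DMSO negative control for no effect and GSK-3 inhibitor IX positive control for full effect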
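Test system: human HeLa cells, endogenous beta-catenin. Times: 24 h compound exposure, 37°C. Measured by: beta-catenin immunofluorescence imaging with DAPI.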
CSM14.1 death rescue – rescue of cells from ER stress-induced death, primary screen, 384-well, CSM14.1, thapsigargin, ATP luminescence (AID 1222). one-dose cellular ATP content (survival), % at 20 µM; EC50 in µM for titrated hits. CSM14.1 thapsigargin-induced death rescue, ATP luminescence; higher % means a stronger effect. 190,000 tested, under 10 active;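 active = EC50 below 50 µM in the dose-response confirmation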;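 also: death triggered by thapsigargin at about 15 µM added after 2 h compound pretreatment; cell ATP read after overnight thapsigargin exposure of roughly 18 to 22 hours; normalized against plate controls of thapsigargin alone and 5% DMSO vehicle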
Dynein transport – inhibitors of GR-EGFP nuclear translocation, primary screen, dynein cargo transport inhibitor project, imaging, high-content, 3617.4 mouse cells. test concentration mostly 20 µM; stimulated with dexamethasone, 1 µM; stronger effect = lower value. actives 0.47% (n = 220,000). AID 1381, 2008. z-score, hits read low;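 active = plate z-score of nuclear minus cytoplasmic receptor signal below a set negative limit, without overly bright fluorescence or cell loss, cut at about -3.5 in these data, passing the limit was not always enough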;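 also: z-score of nuclear minus cytoplasmic ring GR-EGFP intensity difference per well; some compounds called inactive have numbers as strong as hits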
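Buffer or medium: tetracycline-free induction medium containing charcoal-stripped FBS / Reagent: dexamethasone agonist, 1.0 µM final, for 30 min / Technique: automated 10x imaging of fixed Hoechst-stained cells / Times: induction 48 h, compound 1 h, agonist 30 min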
P. falciparum M17LAP – P. falciparum M17LAP inhibitors, primary screen, biochemical, fluorogenic H-Leu-NHMec substrate, 1536-well (AID 1619) | Leucine aminopeptidase (Plasmodium falciparum (isolate 3D7)) | inhibition, % at 30 µM; hits with a dose series show IC50 in µM | recombinant M17LAP, H-Leu-NHMec fluorogenic kinetic assay; higher % means a stronger effect | actives 0.38% (n = 220,000);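 active = compound inhibiting the enzyme by more than half at any dose during confirmatory dose-response retesting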;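 also: plate controls were full reaction with DMSO carrier for no effect and no enzyme background for full effect; strong numbers were not always called active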
Dynein transport cytoplasmic EGFP – further read-out of Dynein transport, marked with its call; z-score; measured here: cytoplasmic GR-EGFP intensity; stronger effect = higher value
Dynein transport nuclear GR-EGFP – second read-out of Dynein transport, no call of its own (marks repeat the call); z-score; measured here: nuclear GR-EGFP intensity;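 lower value marks the stronger effect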
Dynein transport cell count – also measured in Dynein transport; calls as there; z-score; measured here: cell count per field
Ins promoter up cell count – further read-out of Ins promoter up, marked with its call; cell count; measured here: cytotoxicity, nuclei count;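 total cells summed across four imaged fields per well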
bCat nuc transl cell count 5 µM – second read-out of bCat nuc transl, no call of its own (marks repeat the call); cell count; measured here: cell count, cytotoxicity flag
MT stabilizer Hoechst-high % – second read-out of MT stabilizer, no call of its own (marks repeat the call); % Hoechst-high responders; measured here: nuclear condensation Hoechst responders;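 share of cells brighter than vehicle mean plus two SD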
MT stabilizer cytotoxicity % – also measured in MT stabilizer; calls as there; toxicity, %; measured here: cytotoxicity by cell density;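 0% = mean cell density of plate MIN control wells and 100% = no cells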
Autophagy HCS cell loss 18 h – second read-out of Autophagy HCS, no call of its own (marks repeat the call); toxicity, %; measured here: cell loss, nuclei count;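 cell loss after 18 h compound exposure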
* = called active by the depositor; i = inactive; . = no result given. Hits appear at their usual frequency. About 2.9% of those tested had a hit in this group.

SMILES	Autophagy HCS	Autophagy HCS cell loss 18 h	MT stabilizer	MT stabilizer Hoechst-high %	MT stabilizer cytotoxicity %	Ins promoter up	Ins promoter up cell count	P. falciparum M1AAP	UTI89 phage lysis	bCat nuc transl	bCat nuc transl cell count 5 µM	CSM14.1 death rescue	Dynein transport	Dynein transport cytoplasmic EGFP	Dynein transport nuclear GR-EGFP	Dynein transport cell count	P. falciparum M17LAP
O=C(NCC1OCCc2ccccc21)c1ccc(NC(=O)c2ccccc2Cl)cc1 (stereo unspecified)	i	6	3.1	2.4	8.4	-0.85	1313	-14%	0.7%	8.0	971	-1.5%	1.2	-0.21	0.33	-1.1	-2%
CC(C#N)Sc1nnc(Nc2ccccc2)s1 (stereo unspecified)	i	-4	8.5	1.5	6.6	-0.81	1337	1%	0.0%	-1.0	1115	2.4%	-0.39	-0.32	-0.37	1	-4%
CN(Cc1ccc(OCC(O)CN(C)Cc2ccccc2)cc1)Cc1nccn1C (stereo unspecified)	.	.	.	.	.	0.97	1131	2%	0.4%	-0.1	1326	.	0.62	-0.26	0.31	0.048	4%
Nc1nc(-c2ccccc2)nc2sc3c(c12)CCCC3	i	4	3.7	3.3	4.7	1.3	1235	0%	0.4%	2.1	548	-3.7%	-0.6	-0.33	-0.76	0.67	0%
CC(C)(C)NC(=O)/C=C/c1cccc(C(F)(F)F)c1	i	7	1.5	2.7	7.8	0.78	1364	3%	0.3%	-3.4	563	-0.5%	-0.67	-0.32	-0.64	0.87	-8%
C=CCN1C(c2ccc(Br)cc2)=CS/C1=C(/C#N)c1nnc(N2CCOCC2)n1-c1ccccc1	i	-17	2.0	3.0	11	0.2	2226	-7%	-0.6%	-0.6	983	-1.8%	0.46	-0.0028	1.6	-1.4	3%
Cc1ccc(-c2noc(CN3CCN(C(c4ccccc4)c4ccccc4)CC3)n2)cc1	i	-7	3.2	1.2	10	-0.15	1258	3%	0.1%	-3.0	1442	1.4%	0.52	-0.23	0.38	-0.17	7%
O=S1(=O)CCN(Cc2ccc(Cl)c(Cl)c2)CC1	i	5	2.0	1.0	1.4	-0.03	1610	1%	0.4%	0.7	1379	-1.1%	2.5	-0.15	0.78	-1.2	7%
CCOC(=O)c1c(NC(=O)C(F)(OC)C(F)(F)F)sc(C(=O)N2CCCCC2)c1C (stereo unspecified)	i	14	5.2	2.6	9.8	-1	1323	18%	0.1%	0.8	1391	-0.1%	-1	-0.32	-0.3	0.86	2%
CCOC(=O)N/N=C/c1cccc(Cl)c1Cl	i	-12	3.7	3.6	5.7	-0.19	1265	10%	3.1%	0.6	556	-3.8%	0.5	-0.26	1	-0.25	20%
Cc1ccc(NC(=O)CNc2ccc(OC(C)C)cc2)c(C)c1	i	-3	3.6	2.0	1.6	.	.	-7%	-1.5%	-1.2	1205	6.5%	0.13	-0.22	0.058	0.21	4%
COc1ccccc1NC(=O)CSC1=NCCN1	i	-4	2.8	3.9	3.6	1.4	787	2%	0.5%	.	.	-0.9%	-0.6	-0.3	-0.25	0.35	-4%
Cc1nnc2ccc(N3CCN(c4ccccn4)CC3)nn12	i	1	3.3	3.9	2.6	0.2	1013	4%	-0.7%	.	.	2.9%	-0.54	-0.24	-0.12	0.64	8%
COc1ccc(N2C(=O)CCC(C(=O)N3CCCCC3)C2c2ccc(F)cc2)cc1 (stereo unspecified)	i	1	2.1	2.9	11	-0.56	1284	-2%	0.3%	.	.	-2.3%	0.18	-0.18	0.53	0.3	12%
O=C(O)c1ccc2c(=O)n(-c3ccccc3F)c(=S)[nH]c2c1	i	19	2.4	1.4	0.8	.	.	3%	0.3%	-0.3	548	-2.3%	0.67	-0.096	0.39	0.033	0%
COc1ccc(CNc2nc(-c3ccccc3)nn2C(=O)c2cccs2)cc1	i	-8	1.3	0.9	7.6	0.61	1002	7%	-2.4%	.	.	-1.2%	-0.59	0.017	-0.035	0.084	-1%
CCOc1ccc(NC(=O)c2cccc(OC(=S)N3CCC(C)CC3)c2)cc1	i	7	1.6	2.7	9.6	.	.	3%	0.5%	.	.	-1.3%	-0.66	-0.17	-0.82	0.14	1%
COc1cc(C(=O)O/N=C2/C=C(C)C(=O)C=C2C)cc(OC)c1OC	i	-2	3.8	1.6	3.0	1.2	1481	23%	-0.5%	2.8	1000	-2.5%	-1.1	-0.055	-0.67	0.53	7%
CCOc1ccc(NC(=O)CSc2nnc(Cn3c(=O)sc4ccccc43)n2C)cc1	i	14	3.8	1.3	0.7	1	1171	3%	3.7%	-1.2	995	-2.0%	-0.27	-0.16	0.2	-0.013	0%
COc1ccccc1NC(=S)N1CCC(NC(=O)c2ccco2)CC1	i	-9	1.8	1.6	1.9	.	.	-5%	0.3%	0.3	1525	0.0%	0.64	-0.18	0.18	-1.2	-1%
Cc1csc(NC(=O)CNS(=O)(=O)c2cccs2)n1	i	-2	2.8	1.4	2.6	-0.25	1603	9%	-4.9%	-2.1	1408	-0.6%	0.15	0.11	-0.024	0.47	-5%
O=S(NCc1ccccc1)C12CC3CC(CC(C3)C1)C2 (stereo unspecified)	i	0	2.6	2.1	4.3	0.26	1252	-10%	0.3%	1.4	823	-0.7%	-1.5	-0.23	-0.91	-0.2	0%
Cc1cc(NC(=O)CSc2nc3ccccc3[nH]2)n(-c2ccccc2)n1	.	.	.	.	.	-0.22	1066	11%	.	0.3	1294	.	0.32	-0.23	0.11	-0.37	2%
O=C(c1cc(COc2c(F)cccc2F)on1)N1CCSCC1	.	.	.	.	.	-0.11	1126	5%	0.0%	-0.8	1278	.	0.3	-0.26	0.16	-0.77	14%
Cc1ccccc1Nc1nc(N)nc(CN(C)c2ccccc2)n1	i	29	1.5	2.1	4.9	-2	1165	10%	-0.4%	-4.6	1015	-0.9%	-0.43	-0.17	0.15	0.38	16%
NC(=O)C1CCN(C(=O)OCc2ccccc2)CC1	i	-2	0.5	1.4	9.1	-0.18	1581	-2%	0.5%	0.0	1328	2.2%	-0.27	-0.48	0.028	0.37	6%
CC1CC(C)CN(C(=O)c2ccc3c(c2NCCO)C(=O)c2ccccc2C3=O)C1 (stereo unspecified)	i	-2	2.0	2.9	16	-0.43	923	5%	-0.2%	.	.	2.9%	2.4	0.098	1.1	-1.6	7%
CCn1ncc(C2=NOC(C(=O)NCc3ccccc3)C2)c1C (stereo unspecified)	i	39	31*	50*	63*	0.42	878	3%	0.3%	64*	268*	-1.2%	0.58	-0.2	0.74	-0.21	2%
O=C1c2ccccc2C(=O)N1CCCc1nc(-c2cccnc2)no1	i	-2	2.1	2.2	2.2	1	1229	5%	0.6%	.	.	-1.8%	-0.038	-0.26	0.32	0.72	5%
CC(OC(=O)CNC(=O)c1ccco1)C(=O)N(C)c1ccccc1 (stereo unspecified)	i	16	2.8	1.2	8.1	-0.48	1332	-2%	-0.5%	0.8	1047	.	0.044	-0.37	0.29	0.51	-1%
COc1cccc(-c2nn(C)c3sc(C(=O)NCc4ccco4)cc23)c1	i	-13	4.7	3.9	15	-0.98	1295	12%	0.7%	-1.0	1096	-2.8%	0.064	-0.2	0.28	0.74	-2%
Cc1cc(NC(=O)Cc2ccccc2)ccc1NC(=O)c1cccs1	i	-12	1.4	2.1	1.7	0.76	1345	0%	0.2%	-0.2	932	0.1%	-0.86	-0.19	-0.61	0.046	-6%
O=[N+]([O-])c1ccc(N2CCOCC2)cn1	i	-5	3.7	2.1	5.1	-0.27	1421	4%	-0.1%	-2.0	988	-0.4%	-0.41	-0.33	0.014	0.28	4%
Cc1ccccc1-c1nnc(SCC(=O)Nc2cccc(C)c2C)o1	i	-11	2.0	1.6	3.7	0.1	1287	-10%	-0.1%	-5.9	939	-1.3%	-0.049	-0.2	0.022	0.21	-3%
COC(=O)c1csc2c(C(F)(F)F)cc(N3CCN(C(=O)Nc4ccccc4)CC3)nc12	.	.	.	.	.	.	.	5%	-1.2%	0.2	1311	.	0.39	-0.28	0.76	-0.47	17%

Results in MT stabilizer Hoechst-high %, for 2 of the compounds above:
Structure	MT stabilizer Hoechst-high %
COc1cccc(-c2nn(C)c3sc(C(=O)NCc4ccco4)cc23)c1	3.9
Cc1cc(NC(=O)Cc2ccccc2)ccc1NC(=O)c1cccs1	2.1

Screens deposited in PubChem by several laboratories.
